RmlCD inh mix = RmlC and RmlD coupled enzyme inhibitors, primary screen, biochemical, 384-well, compound mixtures, retest; RmlC/RmlD coupled enzyme inhibition, 384-well mixture HTS; inhibition, % at 5.5 µM; 110,000 compounds, 0.39% hits; AID 1532, 2009; in the data active = inhibition above about 30%, passing the limit was not always enough; also: strong numbers were not always called active
HIV RNase H inh = HIV-1 RT RNase H inhibitors, primary screen, biochemical, fluorescence. inhibition, % at 10 µM. 65,000 compounds, 1.9% hits. RT-RNase H RNA/DNA duplex cleavage. Gag-Pol polyprotein (Human immunodeficiency virus type 1 group M subtype B (isolate …; in the data active = inhibition above about 50%
* marks the source's active call; other numbers are inactive results. An excerpt, so the mix of outcomes need not match the whole.

`C[C@@H]1CCC[C@H](C)N1NC(=O)c1ccc(Cl)c(S(N)(=O)=O)c1` gave RmlCD inh mix -13.7 and HIV RNase H inh -8.6.
`O=C(CN1C(=O)CN=C(c2ccccc2Cl)c2cc(Cl)ccc21)NCc1ccco1` gave RmlCD inh mix -7.2 and HIV RNase H inh -11.2.
For CCOC(=O)CSc1nnc(NC(=O)c2cccc(S(=O)(=O)N3CCCCCC3)c2)s1 the results were RmlCD inh mix 8.2.
`COC(=O)C1=CO[C@@H](C)[C@@H]2CN3CC[C@]4(C(=O)Nc5ccccc54)[C@@H]3C[C@H]12` gave RmlCD inh mix -33.1.
`Cc1cc(NCCCn2ccnc2)n2ncc(-c3ccccc3)c2n1` gave RmlCD inh mix 0.5 and HIV RNase H inh 0.4.
For Cc1cc(=O)oc(C)c1C(=O)O the results were RmlCD inh mix -4.3 and HIV RNase H inh 3.0.
Screening O=c1cc(-c2c(F)c(F)c(F)c(F)c2F)oc2ccccc12 returned RmlCD inh mix -8.0.
Cn1c(C(=O)N2CCN(c3ccc(Cl)cc3)CC2)cc2c(=O)[nH]c3ccccc3c21 was read as RmlCD inh mix -13.2 and HIV RNase H inh -5.5.
For CCCC(=O)Nc1ccccc1-c1nnc(SC)[nH]c1=O the results were RmlCD inh mix -11.3 and HIV RNase H inh -8.7.
`COc1cc(C2NC(=O)NC(c3ccccc3)=C2C(C)=O)ccc1OCC#N` (centres undefined) gave RmlCD inh mix -7.1 and HIV RNase H inh -14.1.
S=C1NC[C@H](c2ccccc2)N1CCCCC1CCCCC1 was read as RmlCD inh mix 8.5.
For COc1ccc(CNc2oc(-c3cccc4ccccc34)nc2C#N)cc1 the results were RmlCD inh mix -457.6 and HIV RNase H inh -18.0.
For CCOC(=O)C1CCN(C(=O)CCCOc2ccccc2)CC1 the results were RmlCD inh mix 5.3 and HIV RNase H inh 0.2.
For Clc1ccccc1CSc1ncccn1 the results were RmlCD inh mix -277.8 and HIV RNase H inh -137.0.
`C=CCNC(=O)C(C#N)c1nc2ccccc2nc1N1CCN(Cc2ccccc2)CC1` (centres undefined) gave HIV RNase H inh -0.1.
O=C(CCSc1nc(-c2ccco2)cc(C(F)(F)F)n1)NCC1CCCO1 (centres undefined) was read as RmlCD inh mix 5.4 and HIV RNase H inh 3.6.
`COCC(=O)Nc1ccccc1C(=O)Nc1ccc(OC)cc1` gave RmlCD inh mix 9.4 and HIV RNase H inh -4.1.
CCS(=O)(=O)Nc1ccc(C2=NN(C(=O)c3ccco3)C(c3ccc(C)cc3)C2)cc1 (centres undefined) was read as RmlCD inh mix -4.0.
Screening CCOc1ccc(Nc2nc3c(c(=O)[nH]2)CCCC3)cc1 returned RmlCD inh mix 3.9 and HIV RNase H inh 1.9.
For CC(C)c1ccc(/C=c2\sc3nc(-c4ccncc4)nn3c2=O)cc1 the results were RmlCD inh mix 6.1.
CN(Cc1ccccc1)c1oc(COc2ccccc2F)nc1C#N was read as RmlCD inh mix -8.4 and HIV RNase H inh -68.5.
`COc1ccc(NC(=O)C(CC(C)C)NS(=O)(=O)c2ccc3c(c2)CCN3C(C)=O)cc1OC` (centres undefined) gave RmlCD inh mix 7.7.
Screening O=C(CCCSc1nc(-c2ccco2)cc(C(F)(F)F)n1)Nc1ccc2c(c1)OCO2 returned RmlCD inh mix -6.2 and HIV RNase H inh 5.6.
`CC1(C)c2[nH]c3ccccc3c2C[C@@H]2C(=O)N(c3cc(F)ccc3F)C(=O)N21` gave RmlCD inh mix -11.6.
CCOC(=O)N1CCC(NC(=O)Cn2nc(-c3ccccc3)ccc2=O)CC1 was read as RmlCD inh mix -6.2 and HIV RNase H inh -4.3.
`Cc1ccc(C(=O)C2CN(C)CC2C(=O)c2ccc(C)cc2)cc1` (centres undefined) gave RmlCD inh mix 12.8.
For Nc1nonc1C(=O)NCCNC(=O)c1cccs1 the results were RmlCD inh mix -0.2 and HIV RNase H inh -5.4.
`COc1ccc(C(=O)Cn2c(N3CCOCC3)nc3ccccc32)cc1OC` gave HIV RNase H inh 17.8.
For CCOC(=O)C(C(C)=O)C(c1ccc(OC)cc1)C(C(C)=O)C(=O)OCC (centres undefined) the results were RmlCD inh mix 3.1 and HIV RNase H inh 5.0.
Screening CCc1ccccc1NC(=O)c1cc2ncc(Br)cn2n1 returned RmlCD inh mix -12.1.
`Cc1cccc(NC(=O)c2cc(NC(=O)C3CCCCC3C(=O)O)ccc2Cl)n1` (centres undefined) gave RmlCD inh mix -7.2 and HIV RNase H inh -8.5.
`O=C(C1CCCCC1)N(Cc1ccccc1)c1ccccn1` gave HIV RNase H inh -14.1.
Screening O=C(NCc1nc2ccccc2[nH]1)C1=C[C@H](c2coc3ccccc3c2=O)C[C@H](OCc2ccc(CO)cc2)O1 returned RmlCD inh mix 26.2.
Screening O=C(CSc1nc(-c2ccccc2)nn1C(=O)c1ccccc1)Nc1cccc([N+](=O)[O-])c1 returned RmlCD inh mix -14.6.
For O=C(c1ccco1)N1CCN(CC(=O)N2c3ccccc3CCc3ccccc32)CC1 the results were RmlCD inh mix 12.1 and HIV RNase H inh 1.9.
`O=C(O)Cn1c(SCc2cccc3ccccc23)nc2ccccc21` gave RmlCD inh mix -5.9.
`COc1cccc(-n2cc3c(c2-c2ccccc2)c(=O)n(C)c(=O)n3C)c1` gave RmlCD inh mix -12.1 and HIV RNase H inh -18.3.
`CC(=O)c1c(C)[nH]c(C)c1C(C)=O` gave RmlCD inh mix -13.2 and HIV RNase H inh -6.7.
Screening CN1CCC(=O)N([C@H](CSc2ccc(Br)cc2)Cc2ccccc2)CC1 returned RmlCD inh mix -4.2.
C=CCSc1nnc(NC(=O)c2cccc(S(=O)(=O)N3CCOCC3)c2)s1 was read as RmlCD inh mix 9.8 and HIV RNase H inh -2.9.
Cc1ccc(CNS(=O)(=O)c2ccc3oc(C(=O)O)c(C)c3c2)cc1 was read as RmlCD inh mix -8.4 and HIV RNase H inh 2.0.
Cc1ccccc1OCc1nnc2c3cnn(C)c3ncn12 was read as HIV RNase H inh 12.3.
Screening O=C(c1ccc(Nc2cccc(C(F)(F)F)c2)nc1)N1CCCC1 returned RmlCD inh mix -15.0 and HIV RNase H inh 0.6.
Screening O=C1CN(C(=O)c2ccco2)c2ccccc2N1 returned RmlCD inh mix 13.9.
`CNc1nc2ccccc2n1/N=C/c1cccc(OC)c1OC` gave RmlCD inh mix 12.9.
For Cc1ccc(C(=O)O/N=C2\CCSc3ccc(C)cc32)cc1 the results were RmlCD inh mix -12.8.
`CC(C)CC(=O)NCC(C)NC(=O)CC(C)C` (centres undefined) gave RmlCD inh mix 8.0 and HIV RNase H inh -5.2.
`Cc1cc(C)c2c(n1)nn1c(N3CCOCC3)cc(C)nc21` gave HIV RNase H inh -5.2.
`COc1ccccc1NC(=S)Nc1ccccc1F` gave RmlCD inh mix -6.4.
`CCOc1ccc(N2C(=O)C3CC(C)=C(C)CC3C2=O)c([N+](=O)[O-])c1` (centres undefined) gave RmlCD inh mix 6.1.

A draw from above in order of number of heavy atoms, ascending.
`CC(=O)c1c(C)[nH]c(C)c1C(C)=O` gave RmlCD inh mix -13.2 and HIV RNase H inh -6.7.
`CC(C)CC(=O)NCC(C)NC(=O)CC(C)C` (centres undefined) gave RmlCD inh mix 8.0 and HIV RNase H inh -5.2.
Screening O=C1CN(C(=O)c2ccco2)c2ccccc2N1 returned RmlCD inh mix 13.9.
`COc1ccccc1NC(=S)Nc1ccccc1F` gave RmlCD inh mix -6.4.
For Cc1ccc(C(=O)O/N=C2\CCSc3ccc(C)cc32)cc1 the results were RmlCD inh mix -12.8.
`CNc1nc2ccccc2n1/N=C/c1cccc(OC)c1OC` gave RmlCD inh mix 12.9.
Screening O=C(c1ccc(Nc2cccc(C(F)(F)F)c2)nc1)N1CCCC1 returned RmlCD inh mix -15.0 and HIV RNase H inh 0.6.
`O=C(O)Cn1c(SCc2cccc3ccccc23)nc2ccccc21` gave RmlCD inh mix -5.9.
Screening CN1CCC(=O)N([C@H](CSc2ccc(Br)cc2)Cc2ccccc2)CC1 returned RmlCD inh mix -4.2.
`COc1cccc(-n2cc3c(c2-c2ccccc2)c(=O)n(C)c(=O)n3C)c1` gave RmlCD inh mix -12.1 and HIV RNase H inh -18.3.
For O=C(c1ccco1)N1CCN(CC(=O)N2c3ccccc3CCc3ccccc32)CC1 the results were RmlCD inh mix 12.1 and HIV RNase H inh 1.9.
Screening O=C(CSc1nc(-c2ccccc2)nn1C(=O)c1ccccc1)Nc1cccc([N+](=O)[O-])c1 returned RmlCD inh mix -14.6.

Other structures.
`CCCCCC(=O)Nc1ccc(N2CCN(S(C)(=O)=O)CC2)cc1` gave RmlCD inh mix -2.3 and HIV RNase H inh -1.0.
For CN(C)c1cc[n+](CC(=O)Nc2cc(C(F)(F)F)ccc2Cl)cc1 the results were RmlCD inh mix 5.3.
CCN(CC)C(=O)CC(c1ccc2c(c1)OCO2)c1c(OC)cc(OC)c2ccc(=O)oc12 (centres undefined) was read as RmlCD inh mix 9.0.
CCc1nnc(NC(=O)CCC(=O)NC2CCCCC2)s1 was read as RmlCD inh mix -47.8 and HIV RNase H inh -0.2.
For COc1cc(/C=C/C(=O)Nc2cc(C(F)(F)F)ccc2Cl)cc(OC)c1OC the results were RmlCD inh mix -5.6.
`CC(C)c1ccc(CN(C(=O)c2cc3ccccc3oc2=O)C2CCS(=O)(=O)C2)cc1` (centres undefined) gave RmlCD inh mix -7.0.
CCC(C(=O)N1CCN(S(C)(=O)=O)CC1)c1ccccc1 (centres undefined) was read as RmlCD inh mix 2.3 and HIV RNase H inh -14.1.
COc1ccc(-n2cnnc2SCC(=O)N2CCN(c3ccccc3)CC2)cc1 was read as RmlCD inh mix -7.8.
CCCOC(=O)NC1C(NC(=O)OCCC)N(C)C(=O)N1C (centres undefined) was read as RmlCD inh mix 1.9 and HIV RNase H inh 9.0.
COc1ccc2c(c1)c(C(=O)CNc1nc(C)cs1)c(C)n2C was read as RmlCD inh mix 2.3 and HIV RNase H inh -10.2.
Screening Cc1noc(C)c1CSc1ccc2ccccc2n1 returned RmlCD inh mix -10.6 and HIV RNase H inh -41.3.
Screening COC(=O)/C(N=Nc1cccc(C(F)(F)F)c1)=C(\C)O returned RmlCD inh mix 8.4.
`CCn1c(C(=O)NC(C)c2ccc3c(c2)OCCO3)cc2sccc21` (centres undefined) gave RmlCD inh mix 3.9 and HIV RNase H inh -17.7.
O=C(CSc1nnc(Cc2ccccc2)o1)N1CCOCC1 was read as RmlCD inh mix -9.4 and HIV RNase H inh -5.8.
`COc1ccc(-c2ccc(-c3noc(-c4cccs4)n3)c(OC)n2)cc1` gave RmlCD inh mix -24.9 and HIV RNase H inh 5.7.
For O=C(NCc1ccc2c(c1)OCO2)C1CC(c2ccccc2O)=NO1 (centres undefined) the results were RmlCD inh mix 3.8.
O=c1[nH]c(C(F)(F)F)nc2ccccc12 was read as RmlCD inh mix -21.8 and HIV RNase H inh -7.8.
`CCOC(=O)c1c(-c2ccc(C)cc2)cn2ccccc12` gave RmlCD inh mix -64.5.
CCOc1ccc(/C(O)=C2/C(=O)C(=O)N(CCOCCO)C2c2ccccn2)cc1 (centres undefined) was read as RmlCD inh mix 10.4 and HIV RNase H inh -7.7.
O=c1c2ccccc2nc(-c2ccco2)n1-c1ccncc1 was read as RmlCD inh mix -15.2 and HIV RNase H inh 1.6.
For O=C(Cn1c(=O)[nH]c2ccsc2c1=O)NC1CCCCCC1 the results were RmlCD inh mix -7.0 and HIV RNase H inh -0.5.
For CC(C)n1c(C(O)c2ccccc2)nc2ccccc21 (centres undefined) the results were RmlCD inh mix 9.1 and HIV RNase H inh -4.1.
`CCOC(=O)C1CCN(Cc2ccc(Cl)c(Cl)c2)CC1` gave RmlCD inh mix 2.1.
Screening CC1CCCCC1NC(=O)CSc1nnnn1-c1ccccc1 (centres undefined) returned RmlCD inh mix -10.7 and HIV RNase H inh -10.0.
For COc1cc(C2CC(=O)N3CN(Cc4ccco4)CSC3=C2C#N)ccc1OCc1ccccc1 (centres undefined) the results were RmlCD inh mix 7.1 and HIV RNase H inh 10.7.
`COc1ccc(C(CC(=O)N2CCCCC2)c2c(O)cc(OC)cc2OC)cc1` (centres undefined) gave RmlCD inh mix 7.6.
`O=C(CCCN1C(=O)C2CCCCN2C1=O)N1CCN(c2ccc([N+](=O)[O-])cc2)CC1` (centres undefined) gave RmlCD inh mix -9.6.
Screening CCN(CC)c1ccc(NC(=O)C(C)C)cc1 returned RmlCD inh mix -12.5 and HIV RNase H inh 17.3.
For CCC(C)NC(=O)c1c(N)n(/N=C/c2cccnc2)c2nc3ccccc3nc12 (centres undefined) the results were RmlCD inh mix 18.1 and HIV RNase H inh -25.0.
Cc1ccc(Cn2ccc(NC(=O)c3cc(C)on3)n2)cc1 was read as RmlCD inh mix -22.7.

Arranged by length of the SMILES (lowest first): part of the list above
Screening O=c1cc(-c2c(F)c(F)c(F)c(F)c2F)oc2ccccc12 returned RmlCD inh mix -8.0.
COc1ccc(-n2cnnc2SCC(=O)N2CCN(c3ccccc3)CC2)cc1 was read as RmlCD inh mix -7.8.
Screening O=C(CSc1nc(-c2ccccc2)nn1C(=O)c1ccccc1)Nc1cccc([N+](=O)[O-])c1 returned RmlCD inh mix -14.6.

Carrying on.
For O=S(=O)(NCc1csc(-c2cccnc2)n1)c1ccc2c(c1)OCCO2 the results were RmlCD inh mix -13.8 and HIV RNase H inh 5.0.
Screening COc1ccc(N2CC(C)Cn3c2nc2c3c(=O)n(CCN3CCOCC3)c(=O)n2C)cc1 (centres undefined) returned RmlCD inh mix -5.9 and HIV RNase H inh 4.1.
Screening COc1ccc(C(C#N)N2CCCCCC2)cc1OC (centres undefined) returned RmlCD inh mix 4.5 and HIV RNase H inh -79.6.
`Cc1noc(C)c1CSc1nc2ccccc2[nH]1` gave RmlCD inh mix 7.7 and HIV RNase H inh 0.8.
COc1ccc(Cn2c(O)cc(=O)[nH]c2=O)cc1 was read as HIV RNase H inh 8.8.
For Cc1cc(=O)n(CNC(=O)c2ccccc2)c(=S)[nH]1 the results were RmlCD inh mix 8.6.
COc1ccc(NC(=O)CCCSc2nc(-c3ccco3)cc(C(F)(F)F)n2)cc1OC was read as RmlCD inh mix 9.4.

Screening data as filed in PubChem BioAssay.
